Assay outcomes deposited in PubChem by several laboratories.
PhoP inhibition: inhibitors of PhoP regulon expression, primary screen, Salmonella Typhimurium, GFP reporter (AID 1863) | inhibition, % at 50 µM, or IC50 in µM where a hit was titrated | hit rate 0.16% among 300,000 | S. Typhimurium PhoP-regulated promoter GFP reporter, 4 h; higher % means a stronger effect;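 active = inhibition over 29.93%, a cutoff 3 SD above the screen mean, later confirmed by dose response; inconclusive = inhibition over 29.93% but no dose response follow-up; inactive = inhibition at most 29.93% or unconfirmed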;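 also: 0% = low Mg2+ inducing control and 100% = high Mg2+ repressing control; strong numbers were not always called active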
Siah-1 displacement: Siah-1 peptide-binding antagonists, primary screen, biochemical, fluorescence polarization, rhodamine-plectin, uHTS (AID 1817); hit rate 0.02% among 290,000; displacement, % at 20 µM; hits with a dose series show IC50 in µM; Siah-1 / rhodamine-plectin peptide fluorescence polarization; higher % means a stronger effect;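 active = displacement of at least 50% at 20 µM, with a fluorescence ratio check between 0.3 and a set limit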;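 also: plate controls were Siah plus tracer with DMSO for no effect and tracer alone without Siah for full effect; strong numbers were not always called active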
West Nile virus CPE: West Nile virus antiviral activity, cell-based, CPE readout (AID 1621); hit rate 0.02% among 290,000; CPE inhibition, % at 10 µM, or IC50 in µM where a hit was titrated; West Nile virus-infected cells, CPE inhibition; higher % means a stronger effect; in the data active = a potency from the dose series; inconclusive = CPE inhibition mostly from about 3.7% at the one dose, without a potency; inactive = the rest, 99 in 100 with CPE inhibition below about 2.2%; also: strong numbers were not always called active
Starred values were filed as active, the others as inactive; ? = inconclusive. The list is partial. The share of hits here may be higher or lower than overall.

SMILES	PhoP inhibition	Siah-1 displacement	West Nile virus CPE
O=C(NCc1ccco1)c1cccc(Br)c1	-3.7%	-3.3%	-0.4%
CCOc1ccc(-c2csc(NC(=O)c3ccco3)n2)cc1	-1.4%	-0.7%	1.3%
Cc1ccc(CNC(=O)C2CCCN2C(=O)Nc2ccc(C)cc2)cc1 (stereo not given)	4.5%	-2.6%	-0.9%
O=S(=O)(c1ccccc1)N1CCc2ccccc2C1	-6.1%	-0.8%	0.2%
CN(CC1CCCN(CCc2ccc(Cl)cc2)C1)C(=O)c1ccc2nc[nH]c2c1 (stereo not given)	8.2%	0.5%	-0.6%
COC1=CC2(O)CCCC2=CC1=O (stereo not given)	-10.7%	-3.3%	-0.5%
CC(O)CSc1nc2c(c(=O)[nH]c(=O)n2C)n1Cc1ccccc1 (stereo not given)	-0.1%	2.2%	0.1%
Cc1ccccc1NS(=O)(=O)c1ccc(NS(=O)(=O)c2cccs2)cc1	3.0%	-4.6%	-0.5%
O=C(CSc1nc2ncc(Cl)cc2[nH]1)Nc1cccc(F)c1	-8.3%	6.6%	-0.8%
CCc1ccc(NS(=O)(=O)c2c(C)noc2C)cc1	4.4%	-0.4%	0.2%
CCOc1ccc(Nc2cc(=O)[nH]c(=O)[nH]2)cc1	3.2%	12.6%	-0.7%
Cc1nc(SCc2ccccc2C#N)n[nH]1	-1.6%	-1.2%	-0.4%
O=C1CC(NC2CCN(C(=O)c3cccc(F)c3)CC2)C(=O)N1 (stereo not given)	11.2%	4.6%	-0.1%
Cc1ccc(C)c(Oc2cc(F)nc(N)n2)c1	2.8%	2.5%	0.0%
Cc1ccc(OCCCCN2CCc3ccccc3C2)cc1	13.3%	-6.4%	-1.6%
CCOCCCNc1ccc(N2C(=O)CCCC2=O)cc1[N+](=O)[O-]	3.7%	7.0%	-0.4%
O=C(NCCc1ccccc1)c1ccc2nc3cc(Cl)ccc3c(=O)n2c1	-4.3%	3.7%	-0.8%
COc1cc(OC)cc(Oc2ccc(S(=O)(=O)N3CCCCC3)cc2[N+](=O)[O-])c1	-3.8%	3.8%	-1.6%
O=C(NCCN1CCOCC1)c1ccc(CS(=O)c2ccccc2Cl)o1 (stereo not given)	6.6%	-6.8%	0.4%
O=C(Nc1cc(-c2nc3ncccc3o2)ccc1Cl)c1ccc([N+](=O)[O-])o1	7.0%	1.0%	0.3%
COc1ccc(-n2nc(C(=O)NCCCN3CCCC3=O)c3c4ccccc4n(C)c3c2=O)cc1Cl	-8.2%	4.0%	0.8%
COc1ccc(N(C(=O)c2ccc(S(=O)(=O)N3CCCC3)cc2)C2C=CS(=O)(=O)C2)cc1 (stereo not given)	0.0%	3.3%	0.1%
CC(=O)Nc1ccc(N2Cc3ccccc3C2)cc1	9.2%	-2.3%	-0.2%
Cc1c(C)n(Cc2ccccc2)c2ncnc(Cl)c12	14.1%	-3.3%	-1.2%
Nc1c(-c2ccc(Cl)cc2)cnc2c(-c3ccc(F)cc3)cnn12	3.9%	3.3%	-0.5%

(more compounds)
SMILES	PhoP inhibition	Siah-1 displacement	West Nile virus CPE
Cn1cc([N+](=O)[O-])c(C(=O)NC2CCCCCC2)n1	-5.2%	3.1%	-0.2%
COc1ccccc1NS(=O)(=O)c1cc2c3c(c1)CC(=O)N3CCC2	4.6%	6.3%	-0.1%
O=C(N/N=C/c1ccc(OC(=O)c2ccc([N+](=O)[O-])cc2)cc1)c1cccnc1	2.5%	-3.2%	2.0%
CC(C)CC(=O)N(c1nnc(-c2cccnc2)s1)C1CCCC1	5.5%	3.4%	-1.1%
CCCc1ccc(NC(=O)C2CCN(c3cnccn3)CC2)cc1	-3.3%	-0.4%	0.2%
COc1cc([N+](=O)[O-])cc([N+](=O)[O-])c1NC(=O)N1CCOCC1	-8.0%	0.0%	2.4%
O=c1[nH]cccc1-c1nc2ccccc2n1Cc1ccc(F)cc1	-0.3%	-1.7%	-0.7%
O=C(COc1cccc([N+](=O)[O-])c1)NN1C(=O)c2ccccc2C1=O	-5.5%	-2.7%	0.4%
Cc1cccc(NC(=O)c2ccc(S(=O)(=O)N3CCC(C)CC3)cc2)n1	-3.0%	3.4%	-0.8%
C[C@H](NC(=O)N1CCn2c1nc1ccccc12)C(=O)NCC1CCCO1 (stereo not given in full)	-3.6%	11.3%	-0.5%
CCn1c(=O)c(=O)[nH]c2cc(C(=O)NC(C)c3ccc(S(N)(=O)=O)cc3)ccc21 (stereo not given)	6.0%	7.1%	0.3%
CCN(Cc1ccccc1OC)CC1CCCN(CCc2cccc(OC)c2)C1 (stereo not given)	4.7%	4.4%	0.5%
Cc1cccc(N2CCN(C(=O)c3cccc(N4C(=O)C5C6C=CC(C6)C5C4=O)c3)CC2C)c1 (stereo not given)	-2.7%	0.3%	2.3%
O=C(NNC(=S)Nc1ccccc1)c1cc(Br)ccc1Cl	-0.1%	-5.6%	-0.5%
COc1ccc(CCNC(=O)Nc2cc(F)c(F)cc2Cl)cc1OC	2.9%	2.6%	-1.6%
COc1cc(C)c(C)cc1S(=O)(=O)NC1CC(C)(C)NC(C)(C)C1	3.0%	5.7%	-0.9%
O=C1NC2(CCCCCC2)C(=O)N1Cc1ccccc1Br	-7.9%	-3.9%	-0.3%
CCNC(=S)N(CCc1c(C)[nH]c2ccc(F)cc12)Cc1cccnc1	-1.3%	-9.7%	-0.4%
O=C(Cc1ccccc1)N1CCc2[nH]nc(-c3ccccc3)c2C1	19.3%	4.6%	-0.7%
CN(Cc1ccccc1F)c1nc(-c2cccnc2)nc2ccccc12	5.5%	1.0%	-0.3%
O=C(Nc1ccc(NC(=O)C2CC2)nc1)c1ccccc1F	6.1%	12.4%	-0.4%
CCn1cc(C(=O)N2CCN(c3ccccc3)CC2)c(=O)c2cc(S(=O)(=O)N3CCOCC3)ccc21	-3.4%	5.3%	0.3%
Cc1ccc(COc2ccc(-c3nnco3)cc2)cc1	3.1%	-2.4%	0.4%
O=S(=O)(CCN1CCOCC1)c1ccc(Oc2ccc(S(=O)(=O)CCN3CCOCC3)cc2)cc1	1.4%	-1.2%	-0.3%
O=C(O)/C=C/C(=O)c1c(-c2ccccc2)[nH]c2ccccc12	10.7%	13.3%	-1.1%

Molecules above with bromine (3):
SMILES	PhoP inhibition	Siah-1 displacement	West Nile virus CPE
O=C(NCc1ccco1)c1cccc(Br)c1	-3.7%	-3.3%	-0.4%
O=C(NNC(=S)Nc1ccccc1)c1cc(Br)ccc1Cl	-0.1%	-5.6%	-0.5%
O=C1NC2(CCCCCC2)C(=O)N1Cc1ccccc1Br	-7.9%	-3.9%	-0.3%

The list goes on:
SMILES	PhoP inhibition	Siah-1 displacement	West Nile virus CPE
CCCC(=O)Nc1nnc(S(=O)(=O)N(CC)c2ccccc2)s1	3.7%	-2.1%	-0.1%
C[C@@]12C(=O)N(Cc3ccc(-c4ccccc4)cc3)CC(=O)N1[C@H](/C=C/c1ccccc1)[C@@H]1C(=O)N(c3ccccc3)C(=O)[C@@H]12	10.1%	-0.6%	-1.3%
CC(=O)c1ccc(NC(=O)NC2CCCc3ccccc32)cc1 (stereo not given)	-3.5%	11.5%	-0.2%
O=C(CN1CCC(C(=O)c2ccc3c(c2)OCCO3)CC1)NCc1ccc(F)cc1	13.4%	-3.8%	-1.0%
O=C(COc1ccc2ccccc2c1)Nc1ccccc1C(=O)O	-16.1%	10.2%	0.1%
O=C(N/N=C/c1ccc2c(c1)OCO2)C1CC1	-7.1%	0.1%	-0.3%
Cc1ccc(NC(=O)CSc2sc3c(O)cc(=O)[nH]c3c2C#N)c(F)c1	0.9%	-7.1%	-0.6%
CN(CC1CCCO1)S(=O)(=O)c1ccc(C(=O)Nc2ccc(F)cc2)cc1 (stereo not given)	-4.4%	-3.7%	-0.8%
CCN1CCN(CCNC(=O)c2ccc(CS(=O)c3ccc(Br)cc3)o2)CC1 (stereo not given)	3.9%	3.5%	-0.2%
CCc1ccc(N(CC(=O)NCCc2ccccc2)C(=O)CCC(=O)Nc2ccccn2)cc1	0.4%	0.6%	-0.2%
Cc1cc(C)n2nc(SCC(=O)NC3CCCCC3)nc2n1	0.8%	3.1%	-0.2%
O=C1[C@@H]2Cc3c([nH]c4ccccc34)C(c3ccc(Cl)cc3)N2C(=O)CN1CCO (stereo not given in full)	2.1%	-0.8%	-0.2%
Clc1nc(-c2ccccc2)c2ccccc2n1	-0.9%	11.0%	-0.9%
Brc1ccc(-c2ccc(CNCc3ccccn3)o2)cc1	-1.9%	-1.2%	-0.8%
Cc1nn(-c2ccc(N3CCCCC3)nn2)c(C)c1CCC(=O)Nc1ccc(F)cc1	-0.8%	1.9%	0.6%
Cc1ccc(S(=O)(=O)N2CCCC(C(=O)NCCc3ccccc3)C2)cc1 (stereo not given)	2.4%	-5.1%	-0.5%
COc1cccc(CNC(=O)CCn2c(=O)c3cccn3c3cccnc32)c1	-10.8%	2.3%	-0.3%
COc1ccc(CCNCC(C)c2ccccc2)cc1 (stereo not given)	-0.7%	5.5%	-1.0%
O=C(c1cc(COc2ccc(F)cc2F)on1)N1CCOCC1	6.6%	9.9%	-0.1%
O=C(NCCN1CCOCC1)C(=O)NCC1OCCN1S(=O)(=O)c1cc(F)ccc1F (stereo not given)	-2.3%	5.4%	-0.3%
O=C(CCCCCN1C(=O)c2cccc([N+](=O)[O-])c2C1=O)Nc1ccccc1F	-3.5%	14.4%	-0.5%
COc1ccc(Nc2nnc(-c3ccc(C(=O)NCCO)cc3)c3ccccc23)cc1	2.6%	-7.6%	-0.2%
CCN(CC)S(=O)(=O)c1ccc(S(=O)(=O)NCC2CCCO2)cc1 (stereo not given)	-9.4%	7.6%	-1.0%
CC(C)(C)NC(=O)C1CCN(C(=O)c2ccco2)CC1	4.7%	-0.2%	0.4%
CCN(CC)S(=O)(=O)c1ccc(N(C)C)c(NC(=O)CSCc2c(C)noc2C)c1	-0.3%	-2.5%	0.2%

(more compounds)
SMILES	PhoP inhibition	Siah-1 displacement	West Nile virus CPE
COc1ccc(CCNC(=O)NCCc2c[nH]c3ccccc23)cc1OC	5.6%	1.9%	-0.2%
COc1ccc(CNC(=O)Cn2c(=O)n(CC(=O)N3CCCCC3)c(=O)c3sccc32)cc1	16.6%	-7.0%	-0.6%
COc1ccc(C(O)(CCC(C)C)C(CN2CCOCC2)c2ccc(Cl)cc2)cc1 (stereo not given)	-1.7%	14.1%	0.1%
COc1cccc(NC(=O)c2nnn(CC(=O)Nc3cc(C)cc(C)c3)c2N)c1	-4.7%	2.1%	?
Cc1cccc(C)c1OCCn1nnc2ccccc21	-0.5%	-0.4%	-0.2%
CCCCN(C/C=C/c1ccccc1OC)Cc1ccccc1	0.8%	0.8%	-0.6%
CCOC(=O)c1c(NC(=O)CN2CCN(C(=O)c3ccco3)CC2)sc(C)c1C	-5.3%	7.8%	0.1%
Cc1ccc(CNC(=O)C2CCCCN2S(=O)(=O)c2ccccc2)cc1 (stereo not given)	-2.6%	-2.8%	-0.5%
CC(C)(C)c1cc(Cl)ccc1OCCOCCN1CCCC1	13.5%	0.0%	-1.4%
CC(C)C[C@H](NC(=O)N1CCn2c1nc1ccccc12)C(=O)NCC1CCCO1 (stereo not given in full)	9.8%	-0.8%	0.1%
Cn1c(=O)n(CCc2ccccc2)c2ccccc21	1.4%	-0.2%	-0.4%
Cc1ccc(N(C)S(=O)(=O)c2c[nH]c3ccc([N+](=O)[O-])cc23)cc1	1.2%	8.4%	-0.5%
Cc1cccc(CN2CCC(Oc3ccc(C(=O)N4CCCC4)cc3)CC2)n1	-5.8%	-0.3%	-0.4%
CS(=O)(=O)CCC(C(=O)O)N1C(=O)c2ccc(Oc3ccc(Cl)cc3)cc2C1=O (stereo not given)	1.6%	-4.3%	-0.6%
Cc1ccccc1CN1C(=O)c2ccccc2S(=O)c2ccc(C(=O)NCCCN3CCOCC3)cc21 (stereo not given)	0.7%	-0.4%	-0.4%
O=C(Nc1cc(Cl)ccc1N1CCOCC1)c1cc2ccccc2o1	7.9%	-4.0%	0.0%
COc1ccc(CN2CCSCC2)c(C)c1C	-3.3%	5.5%	-0.8%
CC(=O)C1=C(C)Nc2ncnn2C1c1ccc(Br)cc1 (stereo not given)	2.8%	-2.9%	0.1%
COc1cc(C(=O)NCCNC(=O)c2cnccn2)cc(OC)c1OC	0.8%	5.2%	0.0%
COc1cc(NC(=O)CCNC(=O)Cn2ccc3ccccc3c2=O)cc(OC)c1OC	1.6%	6.6%	-0.5%

5 structures out of the list, sorted by molecular weight, high to low:
SMILES	PhoP inhibition	Siah-1 displacement	West Nile virus CPE
O=C(N/N=C/c1ccc(OC(=O)c2ccc([N+](=O)[O-])cc2)cc1)c1cccnc1	2.5%	-3.2%	2.0%
O=C(Nc1cc(Cl)ccc1N1CCOCC1)c1cc2ccccc2o1	7.9%	-4.0%	0.0%
CC(C)CC(=O)N(c1nnc(-c2cccnc2)s1)C1CCCC1	5.5%	3.4%	-1.1%
O=C(c1cc(COc2ccc(F)cc2F)on1)N1CCOCC1	6.6%	9.9%	-0.1%
Cc1ccc(C)c(Oc2cc(F)nc(N)n2)c1	2.8%	2.5%	0.0%
